GPR151 ag: activates the human receptor GPR151; Q8TDV0; PathHunter beta-arrestin GPR151 cells, luminescence; activation, % at 11.2 µM; 1% of 650,000 active; in the data active means activation above about 4.9%;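 further: 0% = median of compound wells and 100% = cells with positive control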
Target sequence (Q8TDV0 whole entry, looked up): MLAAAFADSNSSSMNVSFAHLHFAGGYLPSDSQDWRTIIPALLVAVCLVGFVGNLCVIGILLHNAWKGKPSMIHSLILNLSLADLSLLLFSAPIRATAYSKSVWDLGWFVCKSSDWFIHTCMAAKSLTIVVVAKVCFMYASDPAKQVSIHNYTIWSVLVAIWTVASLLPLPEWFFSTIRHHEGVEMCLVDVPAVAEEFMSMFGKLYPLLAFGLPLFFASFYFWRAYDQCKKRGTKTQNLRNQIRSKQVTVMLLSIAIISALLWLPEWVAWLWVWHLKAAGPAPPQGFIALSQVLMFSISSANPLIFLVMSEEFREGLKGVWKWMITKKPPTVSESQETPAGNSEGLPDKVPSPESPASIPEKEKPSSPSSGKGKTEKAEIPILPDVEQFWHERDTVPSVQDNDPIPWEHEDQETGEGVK
TEAD-YAP inh: TEAD-YAP interaction inhibition; HEK-TIYL cells, TEAD-Gal4/YAP UAS-luciferase luminescence; inhibition, % at 9.12 µM; 1.4% of 640,000 active; AID 1259422; in the data active means inhibition above about 32%;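 further: 0% = median of test compound wells and 100% = reference inhibitor wells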
MITF primary: human MITF inhibition, primary screen | O75030 | AlphaScreen MITF homodimerization, bead proximity signal | inhibition, % at 2.6 µM | 0.91% of 650,000 active | AID 1259374; in the data active means inhibition above about 50%;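 further: 0% = vehicle wells with protein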
Target sequence (O75030 whole entry, looked up): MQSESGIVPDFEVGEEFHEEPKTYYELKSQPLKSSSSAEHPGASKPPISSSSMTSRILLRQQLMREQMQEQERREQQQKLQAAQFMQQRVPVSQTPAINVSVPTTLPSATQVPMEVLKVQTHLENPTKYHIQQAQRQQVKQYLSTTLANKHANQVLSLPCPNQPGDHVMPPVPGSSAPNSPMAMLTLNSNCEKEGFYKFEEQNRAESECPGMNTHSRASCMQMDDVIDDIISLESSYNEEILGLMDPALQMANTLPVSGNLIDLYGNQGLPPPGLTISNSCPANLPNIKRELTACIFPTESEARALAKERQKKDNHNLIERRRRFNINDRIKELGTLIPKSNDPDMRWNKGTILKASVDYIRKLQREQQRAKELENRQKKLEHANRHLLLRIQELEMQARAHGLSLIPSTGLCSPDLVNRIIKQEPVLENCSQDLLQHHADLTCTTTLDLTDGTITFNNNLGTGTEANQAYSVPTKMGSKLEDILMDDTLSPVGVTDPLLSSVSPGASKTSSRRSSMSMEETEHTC
FBW7 act: activators of human E3 ligase FBW7 | normalized activity (activation), % at 26.1 µM | 0.13% of 650,000 active | AID 1259310 | Q969H0 | AlphaScreen FBW7–phospho-cyclin E peptide binding, activator screen; in the data active means normalized activity above about 1.9%;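 further: purified mutant Fbw7 with reduced substrate affinity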
Active calls of the source: *.

1. COc1ccc(C2=NN(C(=O)CSc3nnc(CNC(=O)c4cccc(F)c4)n3C)C(c3cccc(OC)c3OC)C2)cc1 (stereo not given)
2. COCC#CCOCNC(=S)Nc1ccc(OC)cc1
3. CCOC(=O)C1=C(N)n2c(s/c(=C\c3cccnc3)c2=O)=C(C(=O)OCC)C1c1cccnc1 (stereo not given)
4. CCNC(=O)NNC(=O)C(=O)Nc1ccc(C)c(C)c1
5. Cc1ccccc1NC(=O)CSc1nc(N)c(C#N)cc1C#N
6. COc1cccc(CC(C)C(=O)Nc2cccc3ccccc23)c1 (stereo not given)

assay / compound,1,2,3,4,5,6
GPR151 ag,0.2,-0.1,1.4,-0.2,0.7,-1.1
TEAD-YAP inh,4,3,7,-4,12,-3
MITF primary,11,14,-6,11,24,21
FBW7 act,-0.1,0.1,0.1,0.3,-0.1,0.2

7. NC(=O)c1ccccc1NC1c2ccccc2C(=O)N1Cc1ccccc1Cl (stereo not given)
8. Cn1cc(C(=O)N2CCCC2)c(=O)c2cc(S(=O)(=O)N3CCCC3)ccc21
9. CC(=O)Nc1ccc(OCC(O)CN2C(C)(C)CC(O)CC2(C)C)cc1 (stereo not given)
10. COc1ccc(CNC(=O)CCNS(=O)(=O)c2ccc(Br)s2)cc1
11. CCCCN(Cc1ccccc1)C(=O)C1CCN(S(=O)(=O)c2c(C)noc2C)CC1
12. O=C(NCCNC1CCCCC1)c1ccco1

assay / compound,7,8,9,10,11,12
GPR151 ag,0.1,-0.6,-2.0,0.4,0.5,0.1
TEAD-YAP inh,1,-8,-1,-7,0,3
MITF primary,-8,-14,-1,5,10,30
FBW7 act,-0.1,-0.1,-0.1,0.7,-0.1,0.3

13. O=C1c2ccc3c4c(ccc(c24)C(=O)N1C1CCCCC1)C(=O)N(C1CCCCC1)C3=O
14. CCOC(=O)C1=C(C)NC(=S)NC1c1cc(OC)ccc1Br (stereo not given)
15. O=C(Nc1ncnc2sc3c(c12)CCCC3)c1ccccc1
16. Cc1ccc(N2CCN(C(=O)Cc3nn(C)c(=O)c4ccccc34)CC2C)cc1 (stereo not given)
17. CCN(CC)S(=O)(=O)N1CCN(S(=O)(=O)N2CCOCC2)CC1
18. CCOC(=O)c1sc(NC(=O)CSc2nnc(CNC(=O)Cc3ccccc3)n2Cc2ccccc2)c(C(=O)OCC)c1C

assay / compound,13,14,15,16,17,18
GPR151 ag,1.2,0.4,0.0,-0.2,0.1,-0.6
TEAD-YAP inh,8,-5,9,38*,-1,1
MITF primary,4,0,15,5,-10,-3
FBW7 act,0.1,-0.1,0.0,0.0,-0.1,-0.2

19. COc1cccc(N2CCN(C(=O)CNC(=O)C34CC5CC(CC(C5)C3)C4)CC2)c1
20. COc1ccccc1C1(CC(=O)N2CCCC(O)C2)CC(=O)N(C2CCCC2)C1=O (stereo not given)
21. CCn1nc(C)c(CN2CCc3nnc(Cc4ccccc4)n3CC2)c1C
22. CS(=O)(=O)N(CC(=O)Nc1cccc(C(F)(F)F)c1)c1ccc(F)cc1
23. Cc1csc(-c2cnc3ccc(NCc4ccccn4)nn23)c1
24. CCOc1ccccc1C(=O)Nc1nn[nH]n1

assay / compound,19,20,21,22,23,24
GPR151 ag,0.9,2.9,0.4,0.9,0.8,-0.6
TEAD-YAP inh,3,7,7,5,40*,7
MITF primary,-1,6,7,13,12,-1
FBW7 act,-0.1,0.0,0.2,0.0,-0.3,0.1

25. N#CC1=C(N)SC(N)=C(C#N)C12C(=O)N(CCc1ccccc1)c1ccccc12
26. COc1cccc(/C=N/NC(=O)CCCC(=O)Nc2ccc(Br)cc2)c1
27. COC(=O)c1c(N)c(C#N)c2n1CCCCC2
28. Cc1cccc(N2C(=O)C3C(c4ccccc4Cl)OC4(C(=O)c5ccccc5C4=O)C3C2=O)c1C (stereo not given)
29. C=CCNC(=S)Nc1cccc(-c2n[nH]c(=S)o2)c1
30. CCOC(=O)COc1ccc(/C=C(/C#N)c2ccc([N+](=O)[O-])cc2)cc1OC

assay / compound,25,26,27,28,29,30
GPR151 ag,-1.1,-0.7,0.0,0.3,-0.3,-0.5
TEAD-YAP inh,0,10,9,-2,-5,-2
MITF primary,-7,1,7,-2,11,-2
FBW7 act,-0.3,0.0,0.3,0.1,0.0,0.1

31. O=C(c1ccccc1)n1c(=S)nc2ccc(Cl)cn21
32. O=C1CN(C(=O)/C=C/c2ccccc2)CCN1
33. COc1cccc(CC(C2CCN(C(=O)c3ccco3)CC2)N(C)C(=O)CCSC)c1 (stereo not given)
34. COc1ccc(-c2cc(Nc3ccc(N4CCOCC4)cc3)nc(N)n2)cc1
35. CCSc1nnc(NC(=O)CCCOc2ccc(Cl)cc2Cl)s1
36. Cc1ccc(OCC(=O)Nc2ccc(Br)c(C)n2)c(C)c1

assay / compound,31,32,33,34,35,36
GPR151 ag,-0.1,0.5,-0.7,0.1,0.5,-0.3
TEAD-YAP inh,-72,17,12,-3,0,2
MITF primary,12,8,7,-5,-5,5
FBW7 act,0.1,0.0,0.3,-0.2,0.0,0.1

37. C/C(=C\C(=O)c1ccc(C)cc1)Nc1cccc(O)c1
38. COC(=O)COc1ccc(S(=O)(=O)NCCc2ccc(OC)c(OC)c2)cc1C
39. O=C(CN1C(=O)S/C(=C\c2ccccc2)C1=O)Nc1cc([N+](=O)[O-])ccc1O
40. CCOc1ccc2[nH]c(=O)c(CN(Cc3cccs3)C(=O)N3CCOCC3)cc2c1
41. O=C(c1ccc([N+](=O)[O-])cc1)N(Cc1cccc(Cl)c1)C1CCS(=O)(=O)C1 (stereo not given)
42. COc1ccc(OC)c(-n2c(CNC(=O)c3ccc(S(=O)(=O)N4CCCC4)cc3)nnc2SCC(=O)Nc2nccs2)c1

assay / compound,37,38,39,40,41,42
GPR151 ag,1.5,-0.3,-0.1,0.5,-1.6,-1.4
TEAD-YAP inh,5,-15,-1,24,4,9
MITF primary,6,-5,-5,8,20,4
FBW7 act,0.7,-0.1,0.0,0.0,1.0,0.3

Records 25–39 from above:
25. N#CC1=C(N)SC(N)=C(C#N)C12C(=O)N(CCc1ccccc1)c1ccccc12
26. COc1cccc(/C=N/NC(=O)CCCC(=O)Nc2ccc(Br)cc2)c1
27. COC(=O)c1c(N)c(C#N)c2n1CCCCC2
28. Cc1cccc(N2C(=O)C3C(c4ccccc4Cl)OC4(C(=O)c5ccccc5C4=O)C3C2=O)c1C (stereo not given)
29. C=CCNC(=S)Nc1cccc(-c2n[nH]c(=S)o2)c1
30. CCOC(=O)COc1ccc(/C=C(/C#N)c2ccc([N+](=O)[O-])cc2)cc1OC
31. O=C(c1ccccc1)n1c(=S)nc2ccc(Cl)cn21
32. O=C1CN(C(=O)/C=C/c2ccccc2)CCN1

assay / compound,25,26,27,28,29,30,31,32
GPR151 ag,-1.1,-0.7,0.0,0.3,-0.3,-0.5,-0.1,0.5
TEAD-YAP inh,0,10,9,-2,-5,-2,-72,17
MITF primary,-7,1,7,-2,11,-2,12,8
FBW7 act,-0.3,0.0,0.3,0.1,0.0,0.1,0.1,0.0

33. COc1cccc(CC(C2CCN(C(=O)c3ccco3)CC2)N(C)C(=O)CCSC)c1 (stereo not given)
34. COc1ccc(-c2cc(Nc3ccc(N4CCOCC4)cc3)nc(N)n2)cc1
35. CCSc1nnc(NC(=O)CCCOc2ccc(Cl)cc2Cl)s1
36. Cc1ccc(OCC(=O)Nc2ccc(Br)c(C)n2)c(C)c1
37. C/C(=C\C(=O)c1ccc(C)cc1)Nc1cccc(O)c1
38. COC(=O)COc1ccc(S(=O)(=O)NCCc2ccc(OC)c(OC)c2)cc1C
39. O=C(CN1C(=O)S/C(=C\c2ccccc2)C1=O)Nc1cc([N+](=O)[O-])ccc1O

assay / compound,33,34,35,36,37,38,39
GPR151 ag,-0.7,0.1,0.5,-0.3,1.5,-0.3,-0.1
TEAD-YAP inh,12,-3,0,2,5,-15,-1
MITF primary,7,-5,-5,5,6,-5,-5
FBW7 act,0.3,-0.2,0.0,0.1,0.7,-0.1,0.0

Additional records.
43. CCCN(CCC)Cc1c(C(=O)N/N=C/c2ccc([N+](=O)[O-])o2)nnn1-c1nonc1N
44. CCCS(=O)(=O)N1CCCC(C(=O)N2CCN(c3ccccn3)CC2)C1 (stereo not given)
45. O=C(CC1Nc2ccccc2NC1=O)NCCc1ccc(Cl)cc1 (stereo not given)
46. COc1cc(/C=N/NC(=O)CCC(=O)Nc2ccc(C)cc2)ccc1O
47. CC(=O)Oc1cccc(C2C3=C(CC(c4ccccc4)CC3=O)Nc3ccccc3N2C(C)=O)c1 (stereo not given)
48. CCc1cc2c(cc3c(=O)n(CC(=O)NCCN4CCOCC4)nc(CC)n32)s1

assay / compound,43,44,45,46,47,48
GPR151 ag,-0.5,-0.6,-0.3,-0.7,0.6,-1.1
TEAD-YAP inh,5,3,0,7,7,4
MITF primary,1,10,6,-5,7,7
FBW7 act,0.1,0.4,0.3,0.0,0.1,-0.3

49. CCOc1cc(C2NC(=O)CCC2[N+](=O)[O-])cc(Br)c1OC (stereo not given)
50. O=C(c1ccc2c(c1)CCO2)N1CCC2(CC1)OCc1ccccc1O2
51. O=C(NCCCN1CCCC1=O)c1cc(=O)c2ccccc2o1
52. Cc1ccc(S(=O)(=O)NNC(=O)C23CC4CC(CC(C4)C2)C3)cc1
53. N#Cc1cccc(CN2CCC(N(CC3CC3)S(=O)(=O)c3ccccc3F)CC2)c1
54. Cn1c(=O)n(C)c2cc(/C=N/NS(=O)(=O)c3ccccc3)ccc21

assay / compound,49,50,51,52,53,54
GPR151 ag,0.9,0.1,-2.0,-0.1,1.2,-2.1
TEAD-YAP inh,-7,7,3,9,-1,-5
MITF primary,4,18,8,-5,9,-12
FBW7 act,-0.1,0.1,0.1,-0.1,0.2,-0.1

55. CCCC(=O)Nc1c(C)n(C)n(-c2ccccc2)c1=O
56. O=C(O)CCc1nc2ncccc2c(=O)n1Cc1ccc(F)cc1
57. COc1ccc(C(=O)N2CCc3cc(OC)c(OC)cc3C2)cc1OC
58. COc1nc(Nc2ccc(Oc3ccccc3)cc2)nc(-c2ccc(C(=O)NC3CC3)cc2)n1
59. N#Cc1c(NC(=O)c2ccccc2Cl)sc2c1CCCC2
60. COc1ccc(NC(=O)C2=C(C)NC3=C(C(=O)CCC3)C2c2ccc(C)c([N+](=O)[O-])c2)cc1 (stereo not given)

assay / compound,55,56,57,58,59,60
GPR151 ag,0.2,0.1,-0.7,-0.1,-0.2,0.6
TEAD-YAP inh,5,-5,2,1,-77,0
MITF primary,1,-12,-1,5,-13,3
FBW7 act,0.0,-0.1,-0.1,0.1,0.1,-0.1

61. CCNC(CC(=O)Nc1ccc(C)c(Cl)c1)C(=O)O (stereo not given)
62. O=C1OC(c2cccs2)=N/C1=C/c1ccc(OC(=O)c2ccccc2)cc1
63. CCOc1ncccc1C(=O)OCc1nc2ccc(Cl)cc2n1CCO
64. CCCC1CCC(c2ccc(O)cc2)CC1 (stereo not given)
65. Cc1ccc(NC(=O)c2ccc(CNc3c(N4CCCCC4)c(=O)c3=O)cc2)cc1
66. O=C(/C=C/c1ccccc1[N+](=O)[O-])Nc1ccc(F)cc1F

assay / compound,61,62,63,64,65,66
GPR151 ag,0.0,1.1,-2.4,1.3,0.9,-3.4
TEAD-YAP inh,8,6,4,-6,-24,-42
MITF primary,3,-2,1,17,7,9
FBW7 act,-0.1,-0.2,0.0,0.9,0.0,-0.3

67. O=[N+]([O-])c1cc(F)c(N2CCCC2)cc1N1CCOCC1
68. Cc1ccc(-c2nc3ccccc3o2)cc1NC(=O)c1cc([N+](=O)[O-])ccc1Br
69. COc1ccc(OCCSc2nc3ccccc3n2CCC(=O)O)cc1
70. CCCN1CCC(C(=O)Nc2ccccc2-c2cccc(OC)c2)CC1
71. CC(C)c1ccc(NC(=O)N[C@H]2C[C@H]3C(=O)N[C@@H](C)C(=O)N3C2)cc1
72. COc1ccccc1-n1nnc(-c2nc(-c3ccccc3F)no2)c1N

assay / compound,67,68,69,70,71,72
GPR151 ag,-0.4,0.2,-0.6,0.9,-0.4,-1.2
TEAD-YAP inh,5,2,-5,-6,0,-62
MITF primary,22,2,-11,3,-7,17
FBW7 act,0.5,-0.1,0.0,-0.1,0.0,0.1

73. O=C(COc1ccc(Cl)cc1)N(Cc1cccs1)C1CCS(=O)(=O)C1 (stereo not given)
74. Cc1cc(C)c2cccc(NC(=O)c3cccc(N4C(=O)CCC4=O)c3)c2n1
75. COc1cc(/C=N/NC(=O)c2cc(C)[nH]n2)ccc1OC(=O)c1ccc([N+](=O)[O-])cc1
76. COc1ccc(-c2c(C)oc3cc(O)cc(O)c3c2=O)cc1OC
77. CCC(=O)Nc1ccc(-c2nnc(N(C)c3ccc(OC)cc3)s2)cc1
78. COc1ccc(C2=NN(C(=O)CSc3nnc(CNC(=O)Cc4ccccc4)n3-c3ccccc3)C(c3ccc(OC)cc3)C2)cc1 (stereo not given)
79. COC(=O)CSc1nnc(-c2c[nH]c3ccccc23)o1

assay / compound,73,74,75,76,77,78,79
GPR151 ag,-0.3,1.4,-0.3,-0.3,-0.1,0.3,0.1
TEAD-YAP inh,-1,-3,-11,-15,7,1,7
MITF primary,-4,2,12,4,-1,4,-7
FBW7 act,0.1,-0.2,0.2,0.2,0.1,0.0,-0.1

From PubChem
